Assay outcomes (PubChem)
GASC-1 inh = inhibitors of human GASC-1 (JMJD2C) demethylase. Q9H3R0. GST-JMJD2C(1-420) H3K9me3 demethylation, DELFIA europium. inhibition, % at 2.35 µM. 330,000 compounds, 0.069% hits;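 active means more than half of a compound's replicate wells show inhibition beyond 50%, single wells judged on their own value; inconclusive means some, but no more than half, of replicates pass 50% inhibition; inactive means no replicate passes 50% inhibition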;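 further: signal counts dimethyl H3K9 product captured on neutravidin plate; 0% = median of DMSO wells and 100% = 0.3 times that DMSO median; strong numbers were not always called active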
Target sequence (Q9H3R0 1-420 limits assumed): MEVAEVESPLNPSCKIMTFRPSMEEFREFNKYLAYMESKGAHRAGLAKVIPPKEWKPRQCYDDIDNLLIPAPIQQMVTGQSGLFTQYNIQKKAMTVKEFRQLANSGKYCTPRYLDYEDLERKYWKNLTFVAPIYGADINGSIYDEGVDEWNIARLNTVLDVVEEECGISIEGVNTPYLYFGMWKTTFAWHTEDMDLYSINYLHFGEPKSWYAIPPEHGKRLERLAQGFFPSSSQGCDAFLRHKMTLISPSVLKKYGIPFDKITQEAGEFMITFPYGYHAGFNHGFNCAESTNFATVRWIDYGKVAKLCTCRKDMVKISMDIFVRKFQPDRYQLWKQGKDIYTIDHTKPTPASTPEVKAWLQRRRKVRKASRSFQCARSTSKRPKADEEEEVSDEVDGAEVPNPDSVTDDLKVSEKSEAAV
proCasp7 act = counter-screen: procaspase-7 (human) activation; P55210; recombinant procaspase-7, Ac-DEVD-pNA absorbance 405 nm; D23A/D198A/D206A triple mutant, cannot self-cleave; scale: DMSO 0, 5 µM enzyme 100; activation, % at 8.5 µM; 330,000 compounds, 0.093% hits;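 active means percent activation above the screen-wide mean plus 3 SD, cut at about 25% in these data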
Target sequence (P55210 whole entry D23A/D198A/D206A): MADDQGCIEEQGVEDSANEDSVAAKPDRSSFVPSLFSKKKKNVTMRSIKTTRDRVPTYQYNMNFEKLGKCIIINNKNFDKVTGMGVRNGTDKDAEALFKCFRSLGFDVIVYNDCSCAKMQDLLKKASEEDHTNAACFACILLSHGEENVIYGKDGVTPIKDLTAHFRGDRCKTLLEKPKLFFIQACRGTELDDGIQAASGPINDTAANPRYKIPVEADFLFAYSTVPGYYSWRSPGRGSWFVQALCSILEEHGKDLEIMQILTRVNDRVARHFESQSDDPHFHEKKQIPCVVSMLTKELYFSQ
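signal = Epi-absorbance of released pNA at 405 nm, two timepoints | assay system = Uncleavable procaspase-7 mutant enzyme | reagent = Ac-DEVD-pNA substrate, 400 µM as added | times = 1 h enzyme–compound preincubation and 2 h substrate reaction, both 25 °C | benchmarks = low DMSO alone, high DMSO plus 5 µM PC-7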
core dimer inh = HCV core protein dimerization inhibition; TR-FRET GST/Flag-core106 dimerization, 1536-well; inhibition, % at 5 µM; 300,000 compounds, 0.33% hits;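 active means inhibition above the mean of all tested compounds plus 3 SD, set per screening campaign, cut at about 45% in these data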
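Assay system – GST-tagged and Flag-tagged HCV core protein residues 1-106 · Quantity – core106 proteins, GST 13.5 nM and Flag 17 nM · Benchmarks – unlabelled core106 and no-GST-core106 wells · Read-out basis – percent inhibition of core106 dimerization signal · Detection – time-resolved FRET, ex 340 nm, em 617 and 671 nm · Schedule – 4 h at 22.5 °C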
PP5 inh = blocks human protein phosphatase 5 activity | P53041 | purified PP5c, OMFP substrate fluorescence | inhibition, % at 6.7 µM | 320,000 compounds, 0.18% hits;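 active means inhibition above the campaign's mean inhibition across all tested compounds plus 3 SD, cut at about 9.5% in these data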;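 further: 0% = DMSO only and 100% = 100 µM cantharidin control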
GRK2 aptamer HTS = blocks RNA aptamer binding to human GRK2; P25098; inhibition of aptamer binding, % at 10 µM; bead flow cytometry, FAM-aptamer displacement from GRK2; 330,000 compounds, 0.59% hits;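 active means inhibition of aptamer binding above 40%, roughly 3 SD of noise, on plates passing a quality check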;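 further: median bead fluorescence of bound FAM aptamer so fluorescent compounds give negative values; no value below 0 was filed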
PP1 inh = counter-screen for PP5 inhibitors: inhibitors of human PP1-alpha. AID 2235. inhibition, % at 6.7 µM. purified PP1alpha, OMFP fluorescence. 320,000 compounds, 0.9% hits;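 active means inhibition above the mean inhibition of all tested compounds plus 3 SD, computed separately for each screening campaign, cut at about 15% in these data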
Target sequence (P62136 whole entry, looked up): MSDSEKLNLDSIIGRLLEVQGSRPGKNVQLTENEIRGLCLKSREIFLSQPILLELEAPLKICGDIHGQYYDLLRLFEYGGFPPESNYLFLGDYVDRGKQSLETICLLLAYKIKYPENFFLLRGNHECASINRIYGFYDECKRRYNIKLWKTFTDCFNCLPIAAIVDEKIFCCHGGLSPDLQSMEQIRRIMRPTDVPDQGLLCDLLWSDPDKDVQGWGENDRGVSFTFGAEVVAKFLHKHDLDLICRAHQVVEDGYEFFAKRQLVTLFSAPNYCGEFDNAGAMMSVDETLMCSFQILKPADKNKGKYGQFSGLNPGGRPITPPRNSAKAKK
Fh CTSL1 inh = cathepsin L1 inhibition, PFM18AAP counter-screen; 300,000 compounds, 0.49% hits; recombinant F. hepatica cathepsin L1, Z-Leu-Arg-MCA fluorescence; inhibition, % at 5.96 µM; AID 1906;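 active means inhibition above the mean of all tested compounds plus 3 SD, set per screening campaign, cut at about 17% in these data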;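 further: 0% = plate median of test compound wells and 100% = 1 µM Z-Phe-Ala-diazomethylketone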
VLA-4 inh = inhibition in a human VLA-4 binding assay | 330,000 compounds, 0.2% hits | VLA-4 expressing cells, ligand binding flow cytometry | P13612 | inhibition, % (about 7 µM as worked out from the volumes in the protocol); in the data active means inhibition above about 50%
procasp3 activ = activators of human procaspase-3 | recombinant procaspase-3 D3A, Ac-DEVD-pNA absorbance 405 nm | activation, % at 8.5 µM | AID 463141 | 330,000 compounds, 0.11% hits;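 active means activation above the mean of all tested compounds plus 3 SD, cut at about 21% in these data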;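 further: 0% = DMSO alone and 100% = DMSO wells spiked with extra 5 µM PC-3 D3A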
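Assay system – Procaspase-3 D3A mutant, all three cleavage aspartates alanine · Controls – DMSO-only low control, 5 µM PC-3 D3A high control · Schedule – 1 h compound preincubation, 2 h substrate hydrolysis at 25 °C · Signal – 405 nm absorbance of p-nitroaniline, reads at 0 and 120 min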
An asterisk follows results filed as active; ? = inconclusive; nt = no result given.

SMILES | GASC-1 inh | proCasp7 act | core dimer inh | PP5 inh | GRK2 aptamer HTS | PP1 inh | Fh CTSL1 inh | VLA-4 inh | procasp3 activ
CN1CCc2c(sc(NC(=O)c3ccc(S(=O)(=O)N4CCCCCC4)cc3)c2C(N)=O)C1 | 8.6 | -3.0 | 5.0 | 3.5 | 0.0 | 14.7 | -3.6 | -17.1 | -1.7
Cc1c(O)c2ccccc2oc1=O | 8.5 | -0.9 | -3.0 | 0.0 | 3.0 | 0.8 | 2.1 | -6.2 | 1.8
CC(=O)c1cccc(S(=O)(=O)N2CCN(c3ccccc3F)CC2)c1 | -19.7 | 2.2 | 0.6 | 1.1 | 0.0 | -1.1 | -1.7 | 5.1 | 1.2
COc1cc2c(cc1OC)-c1cc(NC3CCCCC3)nc(=O)n1CC2 | 30.5 | 0.3 | 1.8 | 1.7 | 0.0 | -2.2 | 3.3 | 13.0 | 6.4
CN(C)C(=O)/C(=C/c1cn(-c2ccccc2)nc1-c1cccc([N+](=O)[O-])c1)NC(=O)c1ccccc1 | -24.2 | -4.9 | -6.0 | 1.0 | 5.0 | 1.2 | -0.4 | 4.4 | -3.9
C=CCn1c(-c2cccnc2Cl)nc2cc(Cl)c(Cl)cc21 | -3.7 | -1.6 | 2.8 | 0.1 | 3.0 | -2.5 | 4.1 | 5.9 | 4.8
CCCC(C)C(=O)NCc1ccccc1OC (configuration not stated) | -3.9 | 5.3 | -3.7 | -2.7 | 0.0 | -0.9 | 2.4 | -3.0 | -1.6
O=c1c2ccccc2nnn1CSc1nnc(COc2ccc(Cl)cc2)n1Cc1ccco1 | 5.8 | 6.9 | 10.7 | 0.6 | 3.0 | 1.1 | 0.0 | 2.7 | -1.4
COc1ccccc1CNC(=O)c1cnc2ccccn2c1=O | -2.5 | 2.5 | 5.7 | 1.0 | 3.0 | 0.8 | 3.8 | 5.0 | 5.2
CC(C)NC(=O)C(=O)NCC(c1ccc2c(c1)OCO2)N1CCOCC1 (configuration not stated) | 4.6 | 2.4 | -5.7 | -0.1 | 1.0 | -4.0 | 0.9 | 3.3 | -4.4
O=C(CSc1cn(CC(=O)N2CCCCCC2)c2ccccc12)NCC1CCCO1 (configuration not stated) | -11.7 | -0.1 | -0.8 | -0.3 | 2.0 | 0.8 | 1.6 | 9.6 | 12.9
O=C(N/C=C/c1ccco1)NCc1ccccc1 | -1.3 | -1.2 | 22.6 | 2.2 | 9.0 | 3.4 | 0.3 | -2.7 | -4.4
CCN1C(=O)C2(C(C#N)=C(N)Oc3n[nH]c(C(C)C)c32)c2ccccc21 (configuration not stated) | 6.1 | -9.7 | -8.1 | 0.4 | 0.0 | -1.0 | 1.3 | 19.8 | -1.9
c1ccc(-n2nnnc2Oc2ccc(-c3nnco3)cc2)cc1 | ? | -2.2 | -1.9 | 3.0 | 0.0 | -1.8 | 3.4 | 12.5 | 4.5
Cc1noc(C)c1NC(=O)N1CCN(Cc2ccccc2)CC1 | 11.5 | 6.2 | -4.0 | 2.7 | 0.0 | -1.3 | -8.0 | 3.6 | 0.6
O=C1C2C3C=CC(C4CC34)C2C(=O)N1c1cc(Cl)ccn1 (configuration not stated) | -7.4 | 9.2 | -7.0 | -1.8 | nt | -4.8 | -1.9 | 5.8 | 1.4
COc1ccc(-n2c(SCC(=O)C(C)(C)C)nc3c(sc(=S)n3-c3ccccc3)c2=O)c(OC)c1 | -11.6 | -20.5 | 15.2 | 2.5 | 4.0 | 15.6* | -3.2 | 7.8 | -6.3
O=C(Nc1ccc(F)cc1)c1cnc(-c2ccccc2)nc1-c1ccccc1 | -9.7 | -8.9 | -6.9 | 2.2 | 0.0 | -0.8 | -0.5 | 10.3 | 7.9
Cn1c(SCC(=O)NCc2ccccc2)nc2ccccc21 | 7.6 | 3.2 | -1.9 | 1.6 | 0.0 | -0.1 | 1.3 | 15.4 | 0.4
O=C(Nc1ccc(F)cc1)C1CCCN(C2=NS(=O)(=O)c3ccccc32)C1 (configuration not stated) | 1.9 | -5.5 | nt | -0.6 | 2.0 | -7.2 | nt | -18.7 | 4.0
CCOC(=O)c1csc(NC(=O)CN2CCCCC2)n1 | -4.2 | -4.5 | 5.3 | -0.7 | 1.0 | 2.2 | -3.3 | -9.2 | -3.9
CC(C(=O)NC1CCCC1)N(C(=O)c1ccc(-c2ccccc2)[nH]1)c1ccccc1F (configuration not stated) | -0.2 | -6.3 | 8.3 | 5.6 | 0.0 | 6.3 | 1.4 | -1.5 | 1.7
COc1cccc(NC(=O)c2ccc(S(=O)(=O)NCc3cccnc3)cc2)c1 | -4.5 | -1.4 | 4.0 | -0.1 | 3.0 | 10.2 | 0.6 | 6.0 | 2.0
CCN=c1scc(-c2ccc(F)cc2)n1/N=C/c1ccccn1 | -0.8 | -9.6 | -0.4 | -0.4 | 2.0 | -1.0 | 2.3 | -4.6 | -11.2
CC(=O)C(Sc1nccc(-c2cccs2)n1)C(C)=O | -0.8 | -2.7 | 5.0 | -0.5 | 0.0 | -1.6 | 2.5 | 0.0 | 3.4

3 compounds from above with just core dimer inh and PP1 inh:
molecule,core dimer inh,PP1 inh
O=C(N/C=C/c1ccco1)NCc1ccccc1,22.6,3.4
CCN=c1scc(-c2ccc(F)cc2)n1/N=C/c1ccccn1,-0.4,-1.0
COc1cccc(NC(=O)c2ccc(S(=O)(=O)NCc3cccnc3)cc2)c1,4.0,10.2

More records
SMILES | GASC-1 inh | proCasp7 act | core dimer inh | PP5 inh | GRK2 aptamer HTS | PP1 inh | Fh CTSL1 inh | VLA-4 inh | procasp3 activ
CCOc1ccc(C(=O)CCC(=O)NCC(=O)OCc2ccccc2)cc1OCC | -2.8 | 0.1 | 25.1 | 1.7 | 1.0 | -1.4 | -8.0 | 4.6 | -2.9
COc1ccc(C2c3ccsc3CCN2C(C)=O)cc1 (configuration not stated) | -2.6 | 8.9 | -0.9 | 3.6 | 0.0 | -0.4 | 2.7 | 17.1 | -3.5
COCc1ccc(-c2c(-c3ccccc3OC)sc3cc4c(cc23)OCO4)cc1 | 4.8 | 13.9 | nt | 2.8 | 0.0 | 3.2 | nt | 0.6 | 5.5
CN1C(=O)C2(c3ccccc31)N(C)CC(c1ccccn1)C21SC(=S)N(Cc2ccco2)C1=O (configuration not stated) | -1.7 | 2.3 | 1.8 | 5.4 | 0.0 | 0.6 | 0.1 | 33.3 | -2.4
Cc1ncccc1C(=O)N1CCCC(CNC(=O)c2ccc(-c3ccccc3)cc2)C1 (configuration not stated) | -3.2 | 3.9 | -2.5 | -0.3 | 0.0 | -3.5 | 3.2 | -6.1 | -4.3
O=C(CCCC(=O)OCC(Cl)=C(Cl)Cl)Nc1ccccc1 | -0.5 | -0.2 | -6.1 | 2.7 | 2.0 | 1.5 | -2.0 | -20.8 | 18.4
COc1cc(Cl)c(C)cc1NC(=O)CSc1nnc(-c2cccnc2)n1Cc1ccco1 | -14.0 | 4.1 | 3.8 | -1.1 | 1.0 | -3.7 | -1.9 | -14.2 | -8.0
c1csc(CNc2ncnc3ccc(-c4ccoc4)cc23)c1 | -0.1 | 4.6 | nt | 1.6 | 0.0 | -0.1 | nt | 8.4 | 4.0
CCOc1ncccc1C(=O)OCC(=O)Nc1ccc2c(c1)CCC2 | -9.0 | -2.4 | nt | nt | 24.0 | nt | nt | -0.7 | -2.3
Cc1ccc(CNC(=O)C(=O)NCCC2=CCCCC2)cc1 | -11.4 | -6.2 | -6.6 | 2.0 | 2.0 | 0.7 | 1.1 | 9.2 | -6.3
CC(Oc1ccc([N+](=O)[O-])cc1)C(=O)NCCCN1CCOCC1 (configuration not stated) | nt | 18.8 | -0.1 | 2.2 | 0.0 | -5.8 | 0.2 | 6.8 | 7.3
O=C1NCCC12C(=O)Nc1ccccc12 (configuration not stated) | -6.0 | 0.5 | -4.8 | -0.1 | 3.0 | -5.5 | 2.1 | 0.0 | 0.4
O=C(COc1ccc2oc(-c3ccccc3)cc(=O)c2c1)NCc1ccco1 | 1.2 | 2.9 | 22.5 | -2.6 | 5.0 | -0.1 | 4.3 | 5.0 | -17.8
Cc1cc(NS(=O)(=O)c2ccc(NC(=O)C3CCCCC3)cc2)no1 | 1.3 | 14.7 | -9.7 | 1.9 | 1.0 | 2.9 | -2.4 | 2.9 | 2.2
COc1c(C)cccc1C(=O)NCCCNC(=O)c1ccc(C)nc1 | 4.8 | 6.4 | -6.2 | -0.1 | 1.0 | -2.3 | -2.4 | -1.5 | -0.6
CCN(CC)c1ccc(S(=O)(=O)N2CCCCC2)cc1NC(=O)C1=COCCO1 | 2.0 | 0.5 | 3.8 | 4.3 | 6.0 | -1.9 | 2.8 | 4.0 | 8.9
COc1cccc(-c2nc(CS(=O)(=O)CC(=O)NC3CCC(C)CC3)c(C)o2)c1 (configuration not stated) | -1.1 | -2.6 | -3.9 | 2.9 | 0.0 | -0.6 | 1.9 | 18.7 | -0.2
COc1ccc(S(=O)(=O)N2CCC(n3cnc4ccccc43)CC2)cc1 | 5.9 | -7.7 | 2.6 | 3.5 | 3.0 | -0.8 | -0.5 | -3.9 | -2.0
O=C(Nc1ccccc1F)c1ccc(CSc2ccccc2)o1 | 2.8 | -3.4 | 10.4 | 3.4 | 0.0 | -2.8 | -1.4 | 1.3 | -3.1
O=C(CCCNS(=O)(=O)c1cccc2nsnc12)NCCN1CCN(c2ccccc2F)CC1 | 6.6 | 0.4 | -3.8 | -2.8 | 4.0 | -3.5 | -2.1 | 7.3 | 4.8
CCCCOc1ccc(NC(=O)C(=O)NCCCn2ccnc2)cc1 | 3.7 | -8.6 | -4.0 | -1.2 | 1.0 | -1.7 | 3.3 | -1.0 | 4.8
Cc1ccc(S(=O)(=O)N2CCN(Cc3cccc(C)c3O)CC2)cc1 | -7.1 | -8.0 | 13.1 | 2.8 | 0.0 | -2.2 | -3.0 | 9.5 | 11.2
Cc1ccc(C(c2nnnn2C(C)(C)C)N(Cc2ccco2)Cc2cccs2)cc1 (configuration not stated) | -15.8 | 9.7 | 11.3 | 7.0 | 0.0 | 5.2 | 1.0 | 0.7 | 3.1
O=C(CCC(=O)Nc1ccccc1Cl)N/N=C1\CCCc2ccccc21 | -6.4 | -0.1 | -0.6 | -0.3 | 1.0 | 1.8 | -1.9 | -7.1 | -1.5
COc1ccc(NC(=O)CN2CCCC2c2cccs2)cc1S(=O)(=O)N1CCCCC1 (configuration not stated) | -33.2 | -11.5 | nt | 1.1 | 1.0 | -2.8 | nt | 3.9 | 4.8

Entries of single compounds, looked up by structure.
`CCOc1ncccc1C(=O)OCC(=O)Nc1ccc2c(c1)CCC2` is entered as GASC-1 inh = -9.0; proCasp7 act = -2.4; core dimer inh = nt; PP5 inh = nt; GRK2 aptamer HTS = 24.0; PP1 inh = nt; Fh CTSL1 inh = nt; VLA-4 inh = -0.7; procasp3 activ = -2.3
`CC(Oc1ccc([N+](=O)[O-])cc1)C(=O)NCCCN1CCOCC1` (configuration not stated) is entered as GASC-1 inh = nt; proCasp7 act = 18.8; core dimer inh = -0.1; PP5 inh = 2.2; GRK2 aptamer HTS = 0.0; PP1 inh = -5.8; Fh CTSL1 inh = 0.2; VLA-4 inh = 6.8; procasp3 activ = 7.3
